KCNH2 3.1 block = KCNH2 3.1 (human) potassium channel inhibition; U2OS KCNH2 3.1, thallium flux FluxOr; hits give low values; activity change, % (tested at about 1.8 µM); hit rate 0.95% among 340,000; AID 720553;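 active = maximum activity change below -70%; inconclusive = maximum activity change from -70% to -50%; inactive = maximum activity change above -50%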;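 note: thallium influx rate constant from kinetic fluorescence after stimulation buffer; % is set by controls: 0 for no effect and ±100 for the full control effect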
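Steps: virus added to U2OS suspension (4 h, RT, dark); medium with 10% FBS added, cells plated, 37 C overnight; FluxOr/Red40 loading buffer 45 min RT; stimulation buffer, 2 min kinetic read; rate constant normalized.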
S-ASM inh = blocks human secretory acid sphingomyelinase | AID 504937 | placental ASM, HMU-PC fluorogenic substrate, 60 min | Potency, µM (top dose mostly 57.5 µM), for inactives: at the top dose activity change, negative = inhibition, most hits filed as inhibitors | hit rate 0.006% among 340,000 | P17405; note: potency is the fitted concentration of half-maximal effect
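Human placenta-derived ASM preincubated with compound 10 min at room temperature, then reacted with 9 uM (final) fluorogenic HMU-PC substrate for 60 min at 37 C. Stop solution raises pH to 10; fluorescence read at Ex 386/Em 447 nm.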
MBNL1 CUG block = inhibitors of human MBNL1 binding to CUG repeat RNA; Q9NR56; TR-FRET MBNL1-His/biotin-(CUG)12 binding, 665/545 ratio; Potency, µM (top dose mostly 57.5 µM), for inactives: at the highest dose activity change, negative = inhibition, usual class: inhibitors; hit rate 0.036% among 280,000; AID 2675; active = well fitted inhibition curve with a large enough effect in the signal ratio, with a control signal flat, not every such curve was filed as active; inconclusive = small, poorly fitted or top-dose-only effect, or effect the other way, or a change in a side signal; inactive = no such curve, though single readings can be large or run the other way; the % refers to the signal ratio; note: potency is the fitted concentration of half-maximal effect; % is set by controls: 0 for no effect and ±100 for the full control effect
Target sequence (Q9NR56 whole entry, looked up): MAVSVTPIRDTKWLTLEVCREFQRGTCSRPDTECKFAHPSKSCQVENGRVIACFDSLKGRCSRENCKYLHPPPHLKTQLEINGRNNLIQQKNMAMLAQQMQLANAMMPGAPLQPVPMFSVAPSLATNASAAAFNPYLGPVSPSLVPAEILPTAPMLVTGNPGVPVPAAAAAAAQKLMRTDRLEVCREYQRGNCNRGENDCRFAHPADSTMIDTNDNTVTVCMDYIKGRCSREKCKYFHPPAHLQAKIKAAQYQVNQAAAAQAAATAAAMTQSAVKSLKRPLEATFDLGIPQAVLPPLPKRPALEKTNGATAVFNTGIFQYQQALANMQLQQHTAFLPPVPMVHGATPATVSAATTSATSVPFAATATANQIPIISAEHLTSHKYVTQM
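TR-FRET readout: Ex 340 nm, 665/545 nm emission ratio, normalized to buffer-only (basal) and MBNL1-(CUG)12 controls. Complex of MBNL1-His with Biotin-(CUG)12, compounds 92 nM–58 uM, incubated 60 min at room temperature.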
MLL CXXC-DNA inh = blocks binding of human MLL CXXC domain to DNA. hit rate 0.037% among 290,000. Potency, µM (highest dose often 115 µM), for the others: top-dose activity change, negative = inhibition, usual class: inhibitors. Q03164. MLL-CXXC / FITC-HOXA9 DNA fluorescence polarization; active = well fitted inhibition curve with a large enough effect in the polarisation, with a control signal flat, not every such curve was filed as active; inconclusive = small, poorly fitted or top-dose-only effect, or effect the other way, or a change in a side signal; inactive = no such curve, though single readings can be large or run the other way; the % refers to the polarisation; note: potency is the fitted concentration of half-maximal effect
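Purified MLL-CXXC (added from a 7 uM solution) was preincubated 5 min at ambient with pinned compounds in 50 mM Tris-HCl pH 7.5, 50 mM NaCl, 1 mM DTT, 0.05% BSA. Fluorescein-labeled HOX-A9 DNA (50 nM solution) followed, 30 min, then polarization read.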
FBPA coupling cs = inhibits coupling enzyme system, counter-screen for aldolase hits | AID 2472 | hit rate 0.67% among 290,000 | activity change, negative = inhibition, % at 58.2 µM, hits read low | coupling enzyme system counterscreen, AmpLite Red fluorescence; in the data active = activity change below about -30%; note: % is set by controls: 0 for no effect and ±100 for the full control effect
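Counterscreen lacking aldolase: glyceraldehyde-3-phosphate coupling-enzyme reagent preincubated 10 min at RT with compound (at 57.5 uM final), then substrate/coupling system with AmpLite Red added; fluorescence read at 525/598 nm after 20 min RT.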
AT treatment = potential ataxia-telangiectasia treatments restoring KAP-1 phosphorylation; […] A-T fibroblasts, KAP-1 phosphorylation AlphaLISA; neocarzinostatin DNA damage 30 min before lysis; Potency, µM (doses to about 57.5 µM), for inactives: at the top dose activation, actives largely listed as activators; hit rate 0.19% among 320,000; AID 485349; note: potency is the fitted concentration of half-maximal effect; % of control where 0% means no effect; nearly all actives have a fitted effect of over 45% in size
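ATM-like activity read as KAP-1 phosphorylation via AlphaLISA donor/acceptor antibody pairs after lysis and 6 hr at 25C. Cells were ATM-null patient fibroblasts ([…], hTERT), dosed 60 min, then exposed to the DSB inducer NCS for 30 min.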
hERG WT inh = KCNH2 (human, wildtype) channel inhibition; AID 720551; activity change, % at 1.84 µM; hit rate 0.37% among 340,000; U2OS, BacMam KCNH2, thallium flux FluxOr; hits give low values; Q12809;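 active = maximum activity change below -70%; inconclusive = maximum activity change between -70% and -50%; inactive = maximum activity change above -50%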; note: % is set by controls: 0 for no effect and ±100 for the full control effect
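U2OS cells were transduced with wild-type KCNH2 virus (2.03 x 10^8 / mL) for 4 h at room temperature, then cultured overnight at 37 C. Thallium flux was read with FluxOr dye. Rate constants were normalized to DMSO controls.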
a7 integrin act = activators of alpha7 integrin expression for muscular dystrophy; alpha7betagal myoblasts, beta-gal FDG fluorescence, 48 h; hit rate 0.064% among 350,000; Potency, µM (highest dose often 38.3 µM), without a hit: at the highest dose activation, hits mostly activators;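 note: potency is the fitted concentration of half-maximal effect; 100% = response of the positive control SU9516; nearly all actives have a fitted effect of over 60% in size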
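alpha7betagal+/- myoblasts (passage 13, 250/well) treated 48 h at 37C with compounds at 1:260 dilution of DMSO stock. Lysed, then beta-galactosidase activity read as FDG fluorescence (ex 480/em 540) after 30 min, with pre-read for autofluorescence.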
TRPV1 agonist = activates the human vanilloid receptor TRPV1. Q8NER1. hit rate 0.19% among 320,000. TRPV1-expressing cells, Fluo-8 calcium influx, agonist mode. AID 540275. activation, % at 8.33 µM; in the data active = activation above about 80%; inconclusive = between about 30% and that limit; note: 0% is about no effect
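Cells expressing TRPV1 were dye-loaded with Fluo-8 and read kinetically: 10 s baseline, 3 min after compound (agonist portion), then 2 min after EC20 capsaicin (allosteric enhancer portion). Calcium-bound dye fluorescence at 480/520 nm.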
GALK inhibitor = galactokinase (human) inhibition | P51570 | Purified GALK, Kinase-Glo residual ATP luminescence | Potency, µM (highest dose often 57.5 µM), inactives show at the highest dose activity change, negative = inhibition, hits mostly inhibitors | hit rate 0.007% among 270,000 | AID 1868; note: potency is the fitted concentration of half-maximal effect; % is set by controls: 0 for no effect and ±100 for the full control effect
Target sequence (P51570 whole entry, looked up): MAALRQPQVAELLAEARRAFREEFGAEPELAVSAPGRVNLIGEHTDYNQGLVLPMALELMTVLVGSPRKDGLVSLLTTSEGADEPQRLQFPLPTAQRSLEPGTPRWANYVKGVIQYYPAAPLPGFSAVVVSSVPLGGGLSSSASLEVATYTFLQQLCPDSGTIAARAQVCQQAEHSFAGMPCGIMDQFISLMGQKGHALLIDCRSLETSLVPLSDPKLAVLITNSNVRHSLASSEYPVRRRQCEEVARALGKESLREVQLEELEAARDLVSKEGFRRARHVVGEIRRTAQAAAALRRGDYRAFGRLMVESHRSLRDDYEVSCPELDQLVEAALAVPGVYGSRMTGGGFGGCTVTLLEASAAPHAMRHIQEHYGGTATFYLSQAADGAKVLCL
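5 nM enzyme, 35 uM ATP, 100 uM galactose, 20 mM HEPES pH8.0, 5 mM MgCl2; 1 h RT; residual ATP by Kinase-Glo Plus luminescence, qHTS format.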
The depositor's hits bear a star; ? = inconclusive; · = not tested or not shown; [ ] = dose if it differs, or a comment. Unless noted, calls come from the whole dose curve; as a rule, active = well fitted curve in the direction sought with a large enough effect; inconclusive = small, poorly fitted or top-dose-only effect, or another doubt; inactive = no such curve, though single readings can be large; an effect the other way counts as inactive or inconclusive.

SMILES	KCNH2 3.1 block	S-ASM inh	MBNL1 CUG block	MLL CXXC-DNA inh	FBPA coupling cs	AT treatment	hERG WT inh	a7 integrin act	TRPV1 agonist	GALK inhibitor
Cc1cc(C)c(C#N)c(SCC(O)CS(=O)(=O)Cc2ccccc2)n1 (stereo not given)	-15.5	-2.7%	6.4%	-6.5%	-2.2	-2.5%	-0.8	-46.5%[inhibitor]	-4.5	-1.5%
Cc1noc(C)c1CSc1nnc(-c2ccccc2)n1Cc1ccco1	7.8	-0.6%	-6.2%	4.4%	4.7	-1.7%	4.3	14.1%	4.3	5.2%
CCOC(=O)C1CCN(C(=O)c2cc(CN3C(=O)c4ccccc4C3=O)ccc2OCC)CC1	-7.0	3.5%	·	·	·	3.4%	-0.6	2.6%	12.2	·
NS(=O)(=O)c1cccc(NC(=O)CSc2nnc(-c3ccccc3)o2)c1	23.9	-1.0%	·	·	·	-6.1%	-4.1	32.2%	·	·
COc1ccc(C(=O)NNC(=O)c2ccc(C(C)(C)C)cc2)cc1	1.9	1.8%	-3.5%	-0.8%	-1.3	-1.0%	-0.6	-12.6%	6.8	-0.9%
CCC1CCCCN1C(=O)CCCc1ccccc1 (stereo not given)	17.8	-2.9%	-0.1%	11.8%	-0.1	15.9%	-2.6	23.8%	?	1.2%
O=CNCCCc1nc2ccccc2n1CCc1ccccc1	-5.5	4.7%	-3.6%	?	0.3	3.0%	7.6	17.8%	12.2	5.9%
CC(C)(C)OC(=O)N1CCC(C(=O)Nc2cccc(C(=O)NCCc3ccccc3)c2)CC1	15.1	-4.8%	·	·	·	·	-3.1	-3.2%	·	·
CCC1CCCCN1CCCNC(=O)c1ccc(N2CCOCC2)c(NS(=O)(=O)c2ccc(OC)cc2)c1 (stereo not given)	0.0	2.8%	-3.1%	4.1%	-2.0	0.9%	-8.6	-37.1%	1.9	-1.8%
Cc1cc(C(=O)NCc2cc(F)cc3c2OCOC3)nn1C	15.1	1.1%	·	1.9%	0.5	-2.7%	-3.7	6.7%	2.0	-3.6%
O=C1Nc2ccccc2C(=O)N2[C@H](c3cccc(Br)c3)[C@@H]3C(=O)N(Cc4ccccc4)C(=O)[C@@H]3[C@H]12	-11.6	2.6%	-1.2%	-1.4%	0.9	4.7%	1.0	4.2%	26.6	·
CCOc1ccc(-n2c(-c3ccccc3)c[n+]3c2CCCCC3)cc1	-4.6	-0.2%	-7.6%	2.6%	5.5	-5.6%	-3.0	?	-3.2	-3.0%
CC(Sc1nnc(C2CCCCC2)n1N)C(=O)NCc1ccc2c(c1)OCO2 (stereo not given)	0.9	3.3%	1.2%	0.3%	-1.0	-3.4%	-4.8	13.4%	6.1	3.0%
COc1cccc(-c2c(NC(=O)c3ccco3)oc3ccccc3c2=O)c1	-5.5	-2.4%	14.1%	11.9%	0.1	-8.7%	0.9	0.8%	-0.5	·
CC12CC(NC(=O)N1c1cccc(C(=O)NCc3ccccc3)c1)c1ccccc1O2 (stereo not given)	·	·	-17.2%	0.5%	0.2	10.0%	·	·	·	-5.5%
Cc1nc(NC(=O)c2cc3ccccc3o2)ccc1Br	3.8	-0.8%	3.8%	23.6%	0.7	-5.2%	-5.0	20.8%	?	3.1%
O=C(NCc1ccco1)c1ccc2c(=O)n(CC3CCCO3)c(=S)[nH]c2c1 (stereo not given)	6.3	6.5%	43.0%[activator]	-1.2%	0.5	·	6.6	2.1%	0.1	1.0%
O=[N+]([O-])c1cccc(/C([O-])=C(/C(=S)Nc2ccccc2F)[n+]2ccccc2)c1	-5.1	-4.2%	14.6%	20.3%	-5.3	-9.4%	8.2	-15.6%	0.2	-4.5%
CCOC(=O)c1ccc(NC(=O)NCc2ccccc2)cc1	1.0	-1.2%	-20.7%	4.8%	0.0	2.4%	1.0	7.1%	?	-1.2%
Cc1ccc(-c2cc(C(=O)N/N=C/c3c[nH]c4ccccc34)[nH]n2)cc1	1.4	-22.6%	2.2%	11.0%	-0.8	-5.2%	-5.3	-38.8%	-6.7	-3.5%
O=c1ccc2cc(S(=O)(=O)N3CCN(c4ccc(Cl)cc4)CC3)ccc2o1	-28.8	1.2%	-1.4%	15.3%	-1.0	-0.4%	12.8	10.8%	-0.4	4.5%
COc1ccc(CCNS(=O)(=O)c2cccc(C)c2)cc1OC	-0.1	-2.2%	0.2%	-3.3%	2.8	·	-24.5	-4.1%	12.9	2.7%
CC(C)(C)C1CCC(=NNC(=O)C2COc3ccccc3O2)CC1 (stereo not given)	-0.5	1.3%	·	·	·	18.2%	8.4	-6.5%	2.1	·
CC1(CCl)N([O-])C2=C(CCCC2)[N+]1=O (stereo not given)	-2.2	0.3%	18.2%	3.2%	-21.8	36.7%	-1.7	-9.2%	1.5	-2.5%
COc1ccc(O)c(-c2c(-c3ccc(Cl)cc3)n[nH]c2C)c1	14.8	-2.9%	-15.3%	0.6%	-12.8	9.2%	10.9	17.4%	12.9	-2.1%
CC(=O)Nc1ccc(S(=O)(=O)N2CCN(c3nc(C)cc(C)n3)CC2)cc1	-0.4	14.0%	4.2%	-14.7%	0.5	19.4%	-15.5	-12.2%	11.1	-1.8%
CCCCCCCCCCOC(=O)C[N+](C)(C)CC1CCCCC1O (stereo not given)	0.7	-8.4%	2.5%	1.6%	3.4	7.1%	3.0	0.3%	3.5	-2.2%
NC(=O)Cn1cnc(-c2ccccc2)c1	4.0	3.0%	-8.4%	4.4%	-0.2	11.1%	-3.9	5.9%	1.6	-0.8%
CCOC(=O)Cn1c(=O)n(Cc2ccco2)c(=O)c2ccc(C(=O)NCCc3ccccc3)cc21	-5.5	-6.0%	2.2%	5.4%	-3.8	-7.1%	0.2	-15.7%	-14.1	2.6%
COC(=O)c1cc(C#N)c(SCc2ccccc2)nc1C	·	-4.0%	6.8%	5.9%	-0.6	12.9%	44.3	-12.8%	1.8	-0.3%

2 compounds drawn at random from the list so far, as already listed:
SMILES	KCNH2 3.1 block	S-ASM inh	MBNL1 CUG block	MLL CXXC-DNA inh	FBPA coupling cs	AT treatment	hERG WT inh	a7 integrin act	TRPV1 agonist	GALK inhibitor
CCOC(=O)c1ccc(NC(=O)NCc2ccccc2)cc1	1.0	-1.2%	-20.7%	4.8%	0.0	2.4%	1.0	7.1%	?	-1.2%
O=C(NCc1ccco1)c1ccc2c(=O)n(CC3CCCO3)c(=S)[nH]c2c1 (stereo not given)	6.3	6.5%	43.0%[activator]	-1.2%	0.5	·	6.6	2.1%	0.1	1.0%

(further entries)
SMILES	KCNH2 3.1 block	S-ASM inh	MBNL1 CUG block	MLL CXXC-DNA inh	FBPA coupling cs	AT treatment	hERG WT inh	a7 integrin act	TRPV1 agonist	GALK inhibitor
Cc1oc(-c2ccc(Cl)cc2)nc1CS(=O)CC(=O)NCCCN(C)C1CCCCC1 (stereo not given)	-9.3	1.1%	-8.5%	?	3.3	·	2.5	-37.5%	-3.1	-2.4%
Cc1cc(N2CCN(C)CC2)nc2ccc(NC(=S)NCCC(C)C)cc12	-3.3	151.5%[activator]	1.6%	16.2%	-0.5	-6.8%	2.8	-71.8%[inhibitor]	-2.3	-3.2%
O=C(CSc1nnc(-c2ccccc2)c(-c2ccccc2)n1)NCC1CCCO1 (stereo not given)	3.3	20.6%	·	·	·	11.8%	1.8	17.0%	·	·
Cc1sc2nc(CSCC(=O)NC3CCCCC3)[nH]c(=O)c2c1C	-9.6	-3.9%	·	·	·	6.4%	17.5	-11.5%	15.1	·
Cc1c(N(C)S(=O)(=O)c2cccc(C(=O)NCC3CCCO3)c2)c(=O)n(-c2ccccc2)n1C (stereo not given)	0.3	2.8%	·	·	·	23.4%	22.7	-13.2%	-0.1	·
N#C/C(=C\C=C\c1ccccc1)C(=O)NCc1ccco1	4.8	-2.4%	?	-29.6%	-1.7	1.9%	-29.2	-44.7%	28.2	-1.1%
COC(=O)/C(=C(/F)Sc1cc(C)c(O)c(C)c1)C(F)(F)F	0.2	-5.4%	-1.0%	-4.9%	0.5	3.1%	-3.0	-11.7%	0.6	-0.6%
O=C(NNC1OC(CO)C(O)C(O)C1O)c1cccc(Br)c1 (stereo not given)	-1.7	-0.5%	-1.5%	-0.6%	2.3	0.5%	·	-9.3%	11.0	-0.2%
COc1cc(OC)cc(C(=O)Nc2nc(CC(=O)NCc3ccc(F)cc3)cs2)c1	1.6	9.0%	·	·	·	2.1%	-7.7	-3.4%	-1.8	·
COc1ccc(N(CC(=O)NCc2ccccc2OC)S(=O)(=O)c2ccccc2)cc1	-12.2	-2.4%	1.1%	-2.6%	-0.7	0.4%	7.2	37.9%	20.7	7.0%
COCCCNC(=O)CSc1nc2ccccc2c(=O)n1CCc1ccc(S(N)(=O)=O)cc1	-3.4	0.7%	-1.8%	3.8%	·	8.5%	14.3	26.0%	24.9	1.5%
